GPR7 antag = human neuropeptides B/W receptor 1 antagonism. P48145. GPR7-expressing cells, fluorescence antagonist assay. inhibition, % at 4.4 µM. hit rate 1.1% among 290,000. AID 1861; in the data active = inhibition above about 16%, passing the limit was not always enough;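 note: cells stimulated with the agonist NPW; 0% = agonist with vehicle and 100% = vehicle without agonist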
Target sequence (P48145 whole entry, looked up): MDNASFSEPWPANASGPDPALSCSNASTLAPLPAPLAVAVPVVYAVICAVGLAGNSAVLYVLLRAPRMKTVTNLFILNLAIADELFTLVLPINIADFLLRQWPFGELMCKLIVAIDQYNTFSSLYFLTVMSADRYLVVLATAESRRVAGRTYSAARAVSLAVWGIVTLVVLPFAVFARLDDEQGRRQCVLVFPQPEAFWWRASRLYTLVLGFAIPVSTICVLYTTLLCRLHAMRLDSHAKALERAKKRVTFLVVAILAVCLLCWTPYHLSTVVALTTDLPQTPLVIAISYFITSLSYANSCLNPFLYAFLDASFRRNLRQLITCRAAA
IMP-1 inh = blocks Pseudomonas aeruginosa IMP-1 metallo-beta-lactamase | inhibition, % at 5.6 µM | purified IMP-1, nitrocefin hydrolysis, epi-absorbance fluorescence | hit rate 0.45% among 290,000;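 active = inhibition above the mean plus 3 SD of all compounds in the same screening run, cut at about 4.5% in these data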;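 note: 0% = IMP-1 with DMSO and 100% = DMSO wells lacking enzyme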
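System: purified IMP-1 / Input: IMP-1 dispensed at 0.2 nM / Medium: 50 mM HEPES pH 7.1, 50 µM ZnSO4, 0.05% Brij 35 / Timing: 15 min enzyme–compound preincubation, then 25 min nitrocefin reaction, 25 °C / Technique: plate fluorescence quenching by hydrolysis product, ex 480/em 530 nm / Repeats: singlicate testing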
OXTR ag = human OXTR agonism; hit rate 0.32% among 320,000; activation, % at 3 µM; CHO-OTR cells, Fluo-8 calcium fluorescence; normalized: DMSO 0%, oxytocin 100%; AID 2435;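 active = activation above the mean of all tested compounds plus 3 SD, cutoff set per screening run, cut at about 20% in these data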;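 note: peak over basal fluorescence ratio from a 100 s FLIPR kinetic read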
PHOSPHO1 block = PHOSPHO1 (human) inhibition | AID 1565 | Q8TCT1 | inhibition, % at 13.3 µM | hit rate 1.1% among 290,000 | recombinant PHOSPHO1, absorbance phosphatase assay; in the data active = inhibition above about 60%
Target sequence (Q8TCT1 whole entry, looked up): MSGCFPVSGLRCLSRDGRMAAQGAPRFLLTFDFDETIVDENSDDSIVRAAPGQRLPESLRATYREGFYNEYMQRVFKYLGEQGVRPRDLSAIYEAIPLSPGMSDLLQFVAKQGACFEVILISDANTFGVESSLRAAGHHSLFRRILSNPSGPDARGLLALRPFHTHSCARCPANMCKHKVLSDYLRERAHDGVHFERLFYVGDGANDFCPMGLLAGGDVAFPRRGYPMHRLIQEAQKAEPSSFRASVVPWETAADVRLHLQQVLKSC
VIM-2 inhibitor = blocks Pseudomonas aeruginosa VIM-2 metallo-beta-lactamase | purified VIM-2, nitrocefin hydrolysis, epi-absorbance fluorescence | inhibition, % at 5.6 µM | hit rate 0.89% among 290,000 | AID 1527;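 active = inhibition above the mean of all tested compounds plus 3 SD, cutoff set per screening run, cut at about 7.5% in these data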;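 note: red hydrolysis product quenches plate fluorescence so inhibitors raise well fluorescence; 0% = enzyme with DMSO and 100% = DMSO without enzyme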
V1R ag counter = V1a receptor agonism, counter-screen for OXTR agonists; CHO-V1R cells, Fluo-8 calcium fluorescence, agonist mode; 0% DMSO, 100% 3 nM vasopressin; hit rate 0.25% among 320,000; activation, % at 3 µM;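 active = activation above the mean activation of all tested compounds plus 3 SD, per screening run, cut at about 20% in these data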;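 note: signal is peak over basal fluorescence ratio across a 100 second FLIPR read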
Target sequence (P37288 whole entry, looked up): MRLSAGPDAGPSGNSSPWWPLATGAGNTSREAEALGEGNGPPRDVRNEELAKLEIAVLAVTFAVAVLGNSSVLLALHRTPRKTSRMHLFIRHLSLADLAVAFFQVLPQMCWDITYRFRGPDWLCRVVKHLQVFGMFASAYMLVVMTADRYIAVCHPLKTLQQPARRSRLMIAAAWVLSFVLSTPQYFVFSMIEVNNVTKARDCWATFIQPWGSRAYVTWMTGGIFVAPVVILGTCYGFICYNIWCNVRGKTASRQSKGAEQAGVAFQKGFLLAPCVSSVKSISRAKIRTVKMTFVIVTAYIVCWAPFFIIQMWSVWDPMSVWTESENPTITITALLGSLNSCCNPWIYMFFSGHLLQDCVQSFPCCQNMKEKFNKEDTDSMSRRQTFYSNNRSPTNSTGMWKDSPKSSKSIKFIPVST
DNA FID counter = fluorescent intercalator displacement, NS3 helicase counter-screen; hit rate 0.17% among 290,000; DNA fluorescent intercalator displacement, fluorescence; inhibition, % at 7.9 µM; AID 1845; in the data active = inhibition above about 37%;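 note: 0% = vehicle and 100% = reference compound; higher means more ethidium bromide displaced from hairpin DNA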
GalR3 antagonist = blocks the human galanin receptor 3. O60755. HEK293 GalR3-CNG cAMP membrane potential fluorescence; galR3 body fused to GalR1 C-terminus. inhibition, % at 3 µM. hit rate 0.44% among 360,000. AID 651719;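 active = inhibition above the screen-wide average plus 3 SD, cut at about 13% in these data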;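 note: forskolin and galanin both at EC90 stimulate the cells; cAMP rise reported by CNG channel membrane potential dye signal; 0% = forskolin plus galanin with DMSO and 100% = forskolin alone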
NS3 helicase inh = HCV NS3 helicase inhibition; NS3 helicase DNA unwinding, Cy5 molecular beacon fluorescence; inhibition, % at 10.9 µM; hit rate 0.56% among 290,000;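 active = inhibition above the mean of all tested compounds plus 3 SD, set per campaign, cut at about 35% in these data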;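 note: 0% = DMSO wells and 100% = thioflavine S control wells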
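System: Hepatitis C virus NS3 helicase domain fragment enzyme | Reagent: Annealed dual-labelled DNA beacon duplex, ATP-started | Compound dosing: 10.9 µM single point, 0.8% DMSO | Incubation: 1 h reaction at 25 °C, ATP-initiated | Technique: Cy5 fluorescence | Evaluation: Percent inhibition from t60/t0 fluorescence ratio | Benchmarks: Low DMSO, high thioflavine S at 110 µM | Replication: Singlicate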
Numbers without * were called inactive; x = no result given.

Values run as follows: GalR3 antagonist	OXTR ag	NS3 helicase inh	VIM-2 inhibitor	V1R ag counter	IMP-1 inh	PHOSPHO1 block	GPR7 antag	DNA FID counter
- O=C(c1cccs1)N1CCN=C1SCc1cccnc1
 : -1	-0.1	5	3.0	0.6	-2.2	21	-12	-2
- CCCCN(C)CCNC(=O)c1cc2c(-c3cccc(OC)c3)nn(C)c2s1
 : -10	0.6	-65	10*	1.4	-2.8	51	5	17
- CN(c1ccccc1C(=O)Nc1ccc(S(=O)(=O)N2CCCC2)cc1)S(C)(=O)=O
 : -5	-0.2	-4	-0.6	0.4	-3.6	9	-11	-7
- N#Cc1c(N2CCCCC2)nc(N)c2c(N)nc(SCC(=O)O)cc12
 : -3	0.3	18	-0.2	0.5	0.3	61*	-13	-3
- CC(C)Cc1ccccc1O
 : x	-1.0	4	-1.6	0.3	-1.8	-24	-8	-2
- COC(=O)N/N=C\c1ccc(OC/C=C/c2ccccc2)cc1
 : -2	x	-8	-3.0	x	-3.1	2	4	-28
- COc1ccc(/C=N/n2c(N)nc(-c3ccccc3)c2-c2ccccc2)cc1
 : 0	-1.7	-1	-2.8	-1.2	-2.3	-4	-9	-5
- O=C(O)CN1C(=O)/C(=C\c2cccc(OCc3ccc(Cl)cc3)c2)SC1=S
 : -8	-0.3	20	-0.4	-1.2	-1.5	x	-16	12
- Nc1ccc(-c2nc3nc(N)nc(N)c3nc2-c2ccc(N)cc2)cc1
 : -9	-0.7	-15	-1.8	-0.1	-4.6	33	-10	-3
- CCOC(=O)Cn1c(CN2CCN(C(=O)c3ccco3)CC2)nc2c1c(=O)n(C)c(=O)n2C
 : 1	1.1	10	-4.5	0.5	-7.6	51	4	-25

Results in VIM-2 inhibitor, for 2 of the compounds above:
canonical_smiles,VIM-2 inhibitor
O=C(c1cccs1)N1CCN=C1SCc1cccnc1,3.0
CCCCN(C)CCNC(=O)c1cc2c(-c3cccc(OC)c3)nn(C)c2s1,10*

Remaining list, next part
Values run as follows: GalR3 antagonist	OXTR ag	NS3 helicase inh	VIM-2 inhibitor	V1R ag counter	IMP-1 inh	PHOSPHO1 block	GPR7 antag	DNA FID counter
- COc1ccccc1CNC(=O)CSc1nnc2c(n1)[nH]c1ccc(F)cc12
 : -9	0.0	8	-1.2	-0.5	-2.3	-2	-3	-1
- O=C(O)c1ccc(NC(=O)c2ccc3c(c2)C(=O)N(c2ccccc2)C3=O)cc1
 : -8	0.4	1	-2.6	1.9	-1.3	39	-8	-21
- O=C(NC1CC1)C1CC(=O)N(c2ccccc2)C1 (stereo not given)
 : -7	0.9	4	-1.6	0.8	-1.2	49	-8	-7
- O=C1CSC(c2ccccc2)N1c1nc(-c2ccc(Cl)cc2Cl)cs1 (stereo not given)
 : x	0.7	4	-4.8	-0.1	-3.0	16	0	0
- Cc1n[nH]c(C)c1CNCc1c(C(=O)N2CCCCCCC2)nc2ccc(Cl)cn12
 : 0	0.6	-10	-1.0	-0.6	-1.3	27	4	-6
- COc1ccc(C(C(=O)NC2CCCC2)N(CCC(C)C)C(=O)CCC(=O)Nc2cc(C)on2)cc1 (stereo not given)
 : -10	-2.5	13	-0.4	-0.1	-2.9	-4	4	-43
- C=CCN=C(NC#N)SCC(=O)c1cccc(OC)c1
 : -7	-0.7	11	2.1	-0.3	1.2	3	-8	-9
- C=CCSc1nnc(-c2ccccc2NC(=O)CC)c(=O)[nH]1
 : -1	1.6	7	-2.0	0.5	-5.6	1	-7	0
- Cc1ccc(NC(=O)c2cc([N+](=O)[O-])ccc2N2CCOCC2)cc1S(=O)(=O)N1CCOCC1
 : -4	0.1	-3	-0.2	-0.1	-1.5	38	7	-21
- O=C(O)C1C2C=CC(O2)C1C(=O)Nc1ccccc1C(F)(F)F (stereo not given)
 : 4	-0.6	-2	-0.7	1.0	-2.9	2	-1	0
- CCN(CC)c1ccc(C2CC(=O)NC3=C2C(=O)CC(C)(C)C3)cc1 (stereo not given)
 : 5	-0.6	-14	-3.0	1.6	-2.1	11	-14	-4
- O=C(C1CCOCC1)N1CCCC(N2CCN(c3cccc(C(F)(F)F)c3)CC2)C1 (stereo not given)
 : 2	-0.1	-3	-2.1	-0.1	-0.7	23	-6	-36
- COc1ccc(Cl)cc1NC(=O)NCC1CCN(C(=O)OC(C)(C)C)CC1
 : -3	0.1	-19	-0.4	-1.5	-2.4	23	-10	-29
- C=CCOc1cccc(C(=O)/C=C2/C(=O)Nc3ccccc32)c1
 : -5	0.9	-33	-3.9	1.9	-4.1	7	43*	-8
- CCCOc1ccc(C(=O)N/N=C/c2c[nH]c3ccc(Br)cc23)cc1
 : -14	2.1	-28	0.4	1.8	0.8	31	-8	15
- O=C(NCc1cccs1)c1ccc2ccccc2n1
 : -5	-1.4	-14	-2.2	-1.0	-2.2	-20	0	-12
- CCn1c(CC(=O)Nc2ccc(F)cc2)nnc1SCC(=O)NC1=NCCS1
 : -10	0.5	2	-3.9	0.7	-2.9	40	-2	-13
- CCOc1ccc(CN2CCN(Cc3cnc(N4CCOCC4)s3)CC2CCO)cc1 (stereo not given)
 : -8	-0.1	-4	-2.1	0.2	0.2	-7	-3	-2
- CCCn1c(=O)[nH]c(=O)c2c1nc(-c1ccccc1)n2CCN1CCOCC1
 : 3	0.1	13	-0.7	-0.2	-0.8	35	12	-12
- CC(O)CNc1nc2c(c(=O)n(C)c(=O)n2C)n1CCc1ccccc1 (stereo not given)
 : -2	1.4	-2	-4.2	0.2	-3.2	10	-14	-5
- Cn1cnnc1SCc1nnc(-c2ccccc2Br)o1
 : -3	0.0	0	-0.4	0.7	-1.3	21	7	-6
- CN(C)C(=C(C#N)C#N)N1CCN(c2ccc(Cl)c(Cl)c2)CC1
 : -7	4.0	-9	-4.5	13	-2.9	-26	1	-5
- Cc1ccc(CNC(=O)c2ccc(CNS(=O)(=O)c3ccc4c(c3)C(C)(C)C(=O)N4C)cc2)o1
 : 2	-0.3	-11	-0.3	0.4	-2.6	-57	0	-32
- CCOC(=O)c1c(-c2ccccc2)csc1NC(=O)C(C)NCCCN1CCOCC1 (stereo not given)
 : -4	1.4	-66	-3.4	0.2	-2.8	24	-4	15
- CC1Cc2cc(S(=O)(=O)N3CCC(C(=O)NCc4ccco4)CC3)ccc2N1C(=O)C1CCC1 (stereo not given)
 : 3	0.2	-8	-1.7	0.0	-2.7	32	-2	-57
- O=C(c1cccs1)n1nc(NCc2ccccc2)nc1NCc1ccccc1
 : -2	-0.7	-14	1.5	1.4	-1.5	-7	6	-3
- COc1ccc(OCC(=O)NNc2nc3ccccc3s2)cc1
 : 2	-1.3	5	-5.4	0.3	-3.7	12	-15	-14
- CCOC(=O)CSc1nnc(NC(=O)c2cccc([N+](=O)[O-])c2)s1
 : 0	2.5	-1	-2.1	3.6	0.2	13	-3	1
- Cc1ccc(NS(=O)(=O)c2ccc3c(c2)n(C)c(=O)n3C)c(C)c1
 : -9	2.5	-14	-1.8	4.7	-1.2	18	-1	-12
- O=C(CCSc1ccc(Cl)cc1)Nc1cccnc1
 : 5	-0.6	5	-2.0	0.8	-2.7	15	-1	-3
- Cn1c(=O)oc2cc(S(=O)(=O)N3CCCC(C(=O)N4CCn5c4nc4ccccc45)C3)ccc21 (stereo not given)
 : x	x	-12	1.9	x	-0.9	-17	-1	0
- O=C(Nc1cc(C(F)(F)F)ccc1N1CCOCC1)c1cn2ccccc2n1
 : -2	-1.3	6	-0.7	-1.0	-2.5	14	-3	-4
- Cc1cc(C)cc(NC(=O)c2cc(=O)c3ccccc3o2)c1
 : -6	-1.4	6	-3.9	0.1	-6.2	13	-2	-4
- COCC(=O)n1nc(NCc2ccc(OC)cc2)nc1NCc1ccc(OC)cc1
 : 4	-0.9	-11	-5.3	-0.2	-4.7	-27	-8	-23
- Cc1ccc(Cn2c(C(=O)O)cc3sccc32)cc1
 : 2	-1.2	17	0.3	-0.1	-0.7	2	-11	-7
- COC(=O)c1sc2ncn(-n3c(C)ccc3C)c(=O)c2c1C
 : -4	-1.1	-4	-2.1	-0.3	-3.0	-25	-1	-2
- O=C(Nc1ccc(F)c(Cl)c1)Nc1ccc(Cl)cn1
 : -8	-0.2	-2	-3.5	0.4	-3.3	41	2	3
- CCN(CC)S(=O)(=O)c1cc(-c2nnc(-c3ccc(Br)cc3)o2)ccc1Br
 : 0	-1.1	2	0.2	0.7	-1.0	24	-4	-5
- Fc1cccc(Cl)c1Cc1noc(/C=C/c2ccccc2)n1
 : -5	-1.6	-5	0.2	0.5	0.0	18	15	-12
- CC(=O)Nc1sc(N/N=C/c2ccccc2F)nc1-c1ccc(C)cc1
 : -4	-2.2	-4	-3.1	-0.5	-3.1	12	-5	-7
- CCN(CC)S(=O)(=O)c1ccc(-c2nnc(SCC(N)=O)n2CC)cc1
 : -5	0.5	-4	-2.9	0.9	-1.8	18	-2	-5
- O=C(CSc1ncccn1)N1CCN(S(=O)(=O)c2ccccc2)CC1
 : 3	4.9	-9	-2.1	1.0	-3.7	39	-3	-8
- O=C(NC(=S)N1CCCCCC1)c1ccc(Cl)cc1Cl
 : -6	-1.0	-9	-4.8	-0.3	-4.5	28	-4	-10
- CCCOP(=O)(OCCC)C(Nc1cccc(C(F)(F)F)c1)c1ccc(C)cc1 (stereo not given)
 : -5	0.3	-11	-0.6	1.2	1.4	11	9	-22
- Cc1cc(C)c2cc(C(O)c3nnnn3Cc3ccccc3)c(=O)[nH]c2c1 (stereo not given)
 : 0	0.3	5	-4.4	0.1	-2.9	13	-2	-17
- Cc1ccc(-c2csc(NC(=S)NC(=O)/C=C/c3ccco3)n2)cc1
 : -4	-0.2	18	-5.0	0.1	-2.1	-21	-11	-2
- CCN1CCCC1CNCc1cccc(OC)c1OCc1ccccc1 (stereo not given)
 : -4	-1.4	-1	1.6	0.1	-1.5	-49	8	16
- CC(C)(C)OC(=O)NCCCC[C@H](NC(=O)c1nc[nH]c1C(=O)NC(c1ccccc1)c1ccccc1)C(=O)OC(C)(C)C
 : -8	0.3	6	-2.5	1.0	-3.4	22	-33	-36
- O=C(COC(=O)c1ccc(Br)cc1)NCCC1=CCCCC1
 : 0	-1.6	13	-1.0	-1.6	-2.1	25	-7	-16
- Cc1ccc(N/N=C/c2ccncc2)cc1
 : -10	-1.4	16	-2.8	-0.8	-4.2	48	-1	-1

The list goes on:
Values run as follows: GalR3 antagonist	OXTR ag	NS3 helicase inh	VIM-2 inhibitor	V1R ag counter	IMP-1 inh	PHOSPHO1 block	GPR7 antag	DNA FID counter
- O=C(Nc1ccc(Cl)cc1)Nc1nc(-c2ccccc2)cs1
 : -2	3.7	-3	-0.5	1.1	-0.4	-15	-12	0
- CC1(C)SC(=S)N(NC(=O)Nc2ccccc2)C1N(O)C(=O)Nc1cccc2ccccc12 (stereo not given)
 : -1	-0.7	-9	-1.1	0.5	0.8	3	-7	-1
- CCC(=O)N1CCc2cc(S(=O)(=O)NCCC(=O)N3CCN(c4ccccc4)CC3)ccc21
 : -7	5.8	30	-2.6	11	-2.8	12	-1	-48
- COc1cc(CNn2nnnc2N)cc(Br)c1OCC(=O)NC(C)(C)C
 : -2	0.3	0	-0.4	0.4	-1.9	22	-3	-22
- OCc1cccc(Nc2ncnc3sc4c(c23)CCCCC4)c1
 : -3	-0.2	3	-0.9	1.0	-4.0	-29	-4	-32

Screens: PubChem BioAssay, several laboratories
